Screening data from PubChem BioAssay.
hERG protect: hERG rescue from dofetilide block, primary screen, cell-based, CHO-hERG, FluxOR thallium flux, dofetilide IC70; dofetilide IC70 present; Voltage-gated inwardly rectifying potassium channel KCNH2 (Homo sapiens), Q12809; hit rate 0.51% among 310,000; activation (rescue from dofetilide block), less the hit threshold, % at 10 µM; AID 1511, 2009;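 active means activation above the mean of controls blocked by dofetilide plus 5 SD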;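 further: thallium influx through hERG after potassium depolarization seen as dye fluorescence rise; in these data hits start at about 4.7%; inactives centre near -7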
Dyrk1A ADPGlo: rat Dyrk1A kinase inhibitors, primary screen, biochemical, single point, plate reader; Dual specificity tyrosine-phosphorylation-regulated kinase 1A (Rattus norvegicus), Q63470; inhibition, % at 12.5 µM; ADP-Glo luminescence, NFATc1 peptide; hit rate 0.43% among 310,000; AID 504441, 2011; in the data active means inhibition above about 50%;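 further: plate controls were vehicle with enzyme for no effect and no enzyme for full effect; many of its hits are not listed in these tables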
KCNK3 inh: human KCNK3 channel inhibitors, primary screen, CHO cells, FluxOR thallium flux, B-score | Potassium channel subfamily K member 3 (Homo sapiens), O14649 | FluxOR fluorescence; hits give low values | B-score at 10 µM | hit rate 0.84% among 340,000;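 active means B-score under library mean minus 4 SD, starting fluorescence ratio at most library mean plus 5 SD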;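 further: more negative B-score means stronger inhibition of thallium flux through KCNK3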
KCNQ1 block: inhibitors of human KCNQ1 channel, primary screen, cell-based, thallium flux, high-throughput | hit rate 1.3% among 310,000 | CHO-K1 KCNQ1, FluxOR thallium flux fluorescence; hits give high values | Potassium voltage-gated channel subfamily KQT member 1 (Homo sapiens), P51787 | B-score at 10 µM;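 active means compounds whose thallium flux B-score, printed positive for inhibition, exceeds three library SD while starting fluorescence stays within three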;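 further: channel opened by potassium depolarization with thallium stimulus after 20 min compound exposure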
Target sequence (P51787 whole entry, looked up): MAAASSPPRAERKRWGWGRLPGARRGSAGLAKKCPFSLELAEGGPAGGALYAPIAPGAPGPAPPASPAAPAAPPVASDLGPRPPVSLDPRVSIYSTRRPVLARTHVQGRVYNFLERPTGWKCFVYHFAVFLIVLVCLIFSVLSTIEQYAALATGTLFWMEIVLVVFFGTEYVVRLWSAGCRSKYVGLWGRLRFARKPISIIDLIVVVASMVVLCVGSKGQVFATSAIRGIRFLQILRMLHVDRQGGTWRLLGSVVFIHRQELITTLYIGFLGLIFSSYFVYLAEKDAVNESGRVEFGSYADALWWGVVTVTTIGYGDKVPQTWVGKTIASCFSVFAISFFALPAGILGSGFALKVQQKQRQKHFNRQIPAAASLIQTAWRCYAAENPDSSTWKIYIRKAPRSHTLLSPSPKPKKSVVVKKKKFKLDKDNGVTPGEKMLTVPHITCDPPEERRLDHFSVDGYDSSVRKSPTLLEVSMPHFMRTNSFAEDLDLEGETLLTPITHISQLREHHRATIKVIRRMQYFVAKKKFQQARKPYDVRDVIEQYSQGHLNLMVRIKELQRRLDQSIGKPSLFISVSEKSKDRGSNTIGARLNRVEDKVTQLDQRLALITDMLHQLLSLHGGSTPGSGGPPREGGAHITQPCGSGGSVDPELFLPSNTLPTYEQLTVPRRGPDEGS
TRPC4 potent: positive allosteric modulators of TRPC4, primary screen, cell-based, mouse TRPC4beta, HEK293 mu-opioid, Fluo-4 calcium; Short transient receptor potential channel 4 (Mus musculus), Q9QUQ5; DAMGO EC20, Fluo-4 Ca2+ flux; hits give high values; hit rate 0.42% among 310,000; B-score at 10 µM; AID 2227, 2009;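 active means B-score of calcium response area above 5 SD of library B-scores, with initial fluorescence ratio within 5 SD of library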;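 further: B-score of integrated fluorescence ratio over time as area under calcium response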
KCNK9 inh: KCNK9 potassium channel inhibitors, primary screen, HEK293 cells, thallium flux. Potassium channel subfamily K member 9 (Homo sapiens), Q9NPC2. FluxOR thallium flux fluorescence; hits give low values. hit rate 1.2% among 310,000. B-score at 10 µM;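 active means ratio B-score over 3 SD below the library mean, with starting fluorescence within 5 SD of its mean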;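 further: negative B-score means less thallium flux so channel inhibition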
TRPC4 agonist: activators of mouse TRPC4 channel, primary screen, Fluo4 calcium, HEK293 TRPC4beta/mu-opioid cells; Short transient receptor potential channel 4 (Mus musculus), Q9QUQ5; hit rate 0.49% among 310,000; B-score at 10 µM; Fluo4 calcium fluorescence; hits give high values;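 active means B-score above 5 SD of library B-scores, and initial fluorescence ratio not above library mean plus 5 SD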;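 further: positive B-score marks a calcium rise read as TRPC4 activation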
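System – HEK293 cells stably co-expressing mouse TRPC4beta and mu-opioid receptor · Signal – Fluo4 calcium-sensitive dye fluorescence, kinetic, 1 Hz baseline · Benchmarks – buffer (low) and maximal DAMGO (high) · Read-out – B score of integrated fluorescence ratio per well · Incubation – dye loading 45 min room temperature, 110 s kinetic read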
KCNQ1 act: potentiators or activators of KCNQ1 channel, primary screen, cell-based, thallium flux, high-throughput. Potassium voltage-gated channel subfamily KQT member 1 (Homo sapiens), P51787. CHO-K1 KCNQ1, thallium flux FluxOR fluorescence; hits give high values. B-score at 10 µM. hit rate 0.35% among 310,000. AID 2648, 2010;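 active means fluorescence ratio B-score, a plate-corrected score, at least three library SD, with initial intensity B-score within 5 SD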
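assay system = KCNQ1-transfected CHO-K1 cells | medium = assay buffer with matched DMSO | probe or stimulus = depolarizing K+/Tl+ stimulus, K2SO4 and Tl2SO4 each 12.5 mM in 5x stock | dosing = single dose | incubation = dye 90 min, compound 20 min, room temperature | detection = kinetic FluxOR fluorescence, 10 s baseline plus 110 s post-stimulus | evaluation = ratio B score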
ANO1 block: TMEM16A chloride channel inhibitors, primary screen, cell-based, HTS | normalized B-score (activity score, 25-100; higher = stronger inhibition) at 10 µM | AID 588511, 2011 | hit rate 1.2% among 310,000 | HEK293 TMEM16A/YFP iodide influx fluorescence, ionomycin;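 active means ratio plate-corrected score three or more library SD toward inhibition, starting fluorescence score within five deviations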;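 further: score derived from kinetic fluorescence span divided by baseline fluorescence per well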
HDAC3 inhib: HDAC3 deacetylase inhibitors, primary screen, biochemical, fluorescence, cell-free homogeneous. hit rate 0.15% among 320,000. Histone deacetylase 3 (Homo sapiens), O15379. AID 2718, 2010. inhibition, % at 8.3 µM. recombinant HDAC3, fluorogenic peptide/trypsin coupled; in the data active means inhibition above about 26%, passing the limit was not always enough
Target sequence (O15379 whole entry, looked up): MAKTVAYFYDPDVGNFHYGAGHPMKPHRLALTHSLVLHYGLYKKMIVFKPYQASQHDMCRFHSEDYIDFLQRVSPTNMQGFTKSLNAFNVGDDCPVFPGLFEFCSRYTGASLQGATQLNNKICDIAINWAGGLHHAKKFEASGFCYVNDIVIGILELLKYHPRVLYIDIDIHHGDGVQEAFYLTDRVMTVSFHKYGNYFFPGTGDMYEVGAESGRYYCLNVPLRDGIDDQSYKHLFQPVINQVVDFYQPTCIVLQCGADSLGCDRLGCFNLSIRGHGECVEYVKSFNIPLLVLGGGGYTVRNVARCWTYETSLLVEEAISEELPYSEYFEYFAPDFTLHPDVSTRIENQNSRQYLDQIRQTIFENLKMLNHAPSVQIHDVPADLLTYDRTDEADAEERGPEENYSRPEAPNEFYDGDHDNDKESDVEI
TMEM16A act: TMEM16A chloride channel activators or potentiators, primary screen, cell-based, HTS | Anoctamin-1 (Mus musculus), Q8BHY3 | B-score at 10 µM | hit rate 0.3% among 340,000 | HEK293 TMEM16A/YFP-H148Q/I152L, iodide quench fluorescence; hits give low values;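 active means fluorescence-ratio B-score plate-corrected deviation score at least 3 library SD below zero, with starting fluorescence score within 5 deviations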;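 further: channel opened by trigger with iodide after compound preincubation; score built on the fluorescence ratio of max minus min over baseline; more negative score means more quench and so TMEM16A activation or potentiation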
Starred values were filed as active, the others as inactive; i = inactive; . = no result given.

SMILES	hERG protect	Dyrk1A ADPGlo	KCNK3 inh	KCNQ1 block	TRPC4 potent	KCNK9 inh	TRPC4 agonist	KCNQ1 act	ANO1 block	HDAC3 inhib	TMEM16A act
COc1ccc(-c2cc(C(=O)N(C)Cc3ccccc3)c3ccccc3n2)cc1	-22	-6	i	i	i	i	i	i	i	2	i
CN(C)CCSc1nc(-c2ccccc2)nc2c1COC(C)(C)C2	-7	2	i	i	i	i	i	i	i	2	i
CC(=O)c1cccc(CN2CCN(CCc3ccccc3)C(CCO)C2)c1 (configuration not stated)	-15	.	i	i	i	i	i	i	i	-3	i
O=C1CNC(=O)N1CC(=O)N1CCCc2ccccc21	-12	-12	i	i	i	i	i	i	i	-1	i
COCCCNC(=S)NC1CCCCC1	-9	-3	i	i	i	i	i	i	i	-7	i
O=C(CNC(=O)c1ccc(S(=O)(=O)N2CCCC2)cc1)N/N=C/c1ccc(Cl)cc1Cl	1	7	i	i	i	i	i	i	i	3	i
O=C(CN1CCN(S(=O)(=O)N2CCOCC2)CC1)Nc1cc(Cl)ccc1Cl	-7	-2	i	i	i	i	i	i	i	-5	i
Cc1cc(N2CCN(C)CC2)ccc1NC(=O)c1ccc(-c2ccc(Cl)cc2)o1	-34	35	i	i	i	i	50*	i	i	8	i
COc1cccc(C(=O)Nc2ccc3[nH]ncc3c2)c1	-3	14	i	i	i	i	i	i	i	0	i
NC(=S)Nc1cccc2cn[nH]c12	4	7	i	i	i	i	i	i	i	-9	i
COCCCN1CN(S(=O)(=O)c2ccc(C)cc2C)c2nc3ccccc3nc21	-19	9	i	i	i	i	i	i	i	1	i
Fc1cccc(-n2ncc(-c3nnnn3-c3ccccc3)c2C(F)(F)F)c1	-12	1	i	i	i	i	i	i	i	3	i
CC(/C=C/c1ccccc1)=N\NC(=O)c1ccncc1	3	1	i	i	i	i	i	i	i	3	i
CCCCN(C)S(=O)(=O)c1cc(Br)cc2c1N(C(=O)C1CC1)CC2	-7	3	i	i	i	i	i	i	i	2	i
Cc1cc(C)cc(Oc2ccc(-c3nnc(-c4ccccc4)o3)cc2[N+](=O)[O-])c1	-7	-2	i	i	i	i	i	i	i	-8	i
Cc1cc(C)nc(SCC(=O)N/N=C\c2sccc2C)n1	-6	-10	i	i	i	i	i	i	i	-2	i
CCC(C)C1=CC(=Nc2c(C)n(C)n(-c3ccccc3)c2=O)C=C(C(C)CC)C1=O (configuration not stated)	-18	0	i	i	i	i	i	i	i	3	i
Cc1ccnc(NS(=O)(=O)c2ccc(NC(=O)C3C4C=CC(C4)C3C(=O)O)cc2)n1 (configuration not stated)	-15	.	i	i	i	i	i	i	i	-3	i
c1ccc(-c2csc3ncnc(NCCCN4CCOCC4)c23)cc1	-6	10	i	i	i	i	i	i	i	0	i
COc1ccc(C(C(=O)NCC2CCCO2)N(C(=O)CNC(=O)c2cccs2)c2ccc(C(C)=O)cc2)cc1OC (configuration not stated)	-7	-4	i	i	i	i	i	i	i	5	i
Cc1[nH]c(=O)[nH]c(=O)c1CSCC(=O)OCC(=O)c1ccc(Br)cc1	-6	-3	i	i	i	i	i	i	i	1	i
CC1CCCCC1NC(=O)C1CCN(C(=O)NC2CCCCC2)CC1 (configuration not stated)	-8	-2	i	i	i	i	i	i	i	10	i
CNNC(=S)Nc1ccc(Cl)cc1	-7	.	i	i	i	i	i	i	i	-3	i
COc1ccccc1N1CCN(C(=O)c2cc3cc(Cl)ccc3[nH]2)CC1	-6	-4	i	i	i	i	i	i	i	-2	i
OC1CCCN(Cc2ccccc2)C1 (configuration not stated)	-1	-4	i	i	i	i	i	i	i	0	i
O=C(CNCCN1CCOCC1)Nc1ccccc1Sc1ccccc1	-7	-1	i	i	i	i	i	i	i	.	i
COC(=O)c1sc(-c2ccc(Cl)cc2)cc1NC(=O)COCC(=O)O	-9	.	i	i	i	i	i	i	i	0	i
COc1ccc(OC)c(NC(=O)c2cc(-c3c(C)cc(C)cc3O)n[nH]2)c1	-6	7	i	i	i	i	i	i	i	-16	i
Cc1onc(C(=O)N2CCC(C(N)=O)CC2)c1-c1ccccc1Cl	-2	-2	i	i	i	i	i	i	i	3	i
NC1=NN=C(N2N=C(c3ccco3)CC2(O)C(F)(F)F)n2ncnc2C1 (configuration not stated)	-2	4	i	i	i	i	i	i	i	0	i
CSc1nc2ccccc2c(=O)n1N	2	2	i	i	i	i	i	i	i	-8	i
Cc1cc(=O)oc2c(C)c(OCC(=O)NCCN3CCOCC3)ccc12	-7	-3	i	i	i	i	i	i	i	-14	i
O=C(CCCOc1ccccc1)NC1CCCc2ccccc21 (configuration not stated)	-5	6	i	i	i	i	i	i	i	-6	i
Cc1cc(C(=O)NNC(=S)NCC(C)C)no1	-12	1	i	i	i	i	i	i	i	1	i
Cc1cc(C(=O)Nc2cccc(-c3ccc(N4CCOCC4)nn3)c2)ccc1[N+](=O)[O-]	-11	39	i	i	i	i	i	i	i	-6	i
CN(C)c1ccnc(Nc2ccc(O)cc2)c1C#N	-2	4	i	i	i	i	i	i	i	-5	i
CC(=O)Nc1c(Cl)cc([N+](=O)[O-])c2ccccc12	-7	1	i	i	i	i	i	i	i	3	i
COc1ccc(NC(=O)CCc2nnc3ccc(N4CCC5(CC4)OCCO5)nn23)cc1	-6	-3	i	i	i	i	i	i	i	2	i
Cc1cc(C)c(S(=O)(=O)c2ccccc2)c(OC(=O)c2c(F)cccc2Cl)n1	8.5*	2	-14*	i	i	i	i	i	i	6	i
CCOCC(=O)Nc1cc(C)on1	-2	3	i	i	i	i	i	i	i	-2	i
Cc1ccc(C)c(N2CCN(C(=O)CCC(=O)Nc3nnc(C(F)(F)F)s3)CC2)c1	-8	-8	i	i	i	i	i	i	i	10	i
Cc1ccc(C(=O)N[C@H](C(=O)OCc2cc(=O)oc3cc(C)ccc23)C(C)C)cc1	-8	-5	i	i	i	i	i	i	i	-4	i
CCOC(=O)CSc1nc2c(c(-c3ccc(C)o3)c1C#N)CCCC2	-9	3	-9.3*	i	i	i	i	i	i	1	i
CSCC(=O)NC1CCCN(C2Cc3ccccc3C2)C1 (configuration not stated)	-4	5	i	i	i	i	i	i	i	3	i
COc1ccccc1-c1nnc(SCC(=O)O)n1-c1ccccc1	-9	1	i	i	i	i	i	i	i	4	i
CCN(CCO)c1ccc(NC(=S)Nc2cccc(S(=O)(=O)N(C)C)c2)cc1	-12	-4	i	i	i	i	i	i	i	-4	i
O=C1CSC(=S)N1c1ccc(F)c(Cl)c1	-7	1	i	i	i	i	i	i	i	0	i
CS(=O)(=O)Nc1cccc(-c2cn3ccccc3n2)c1	-1	0	i	i	i	i	i	i	i	-7	i
CC(=O)NCc1ccc(C(=O)O)cc1	-14	-5	i	i	i	i	i	i	i	-1	i
Cc1ccc(C(=O)NCCCn2ccnc2)o1	-5	-5	i	i	i	i	i	i	i	-1	i

The closing two entries of the section before open the next one:
SMILES	hERG protect	Dyrk1A ADPGlo	KCNK3 inh	KCNQ1 block	TRPC4 potent	KCNK9 inh	TRPC4 agonist	KCNQ1 act	ANO1 block	HDAC3 inhib	TMEM16A act
CC(=O)NCc1ccc(C(=O)O)cc1	-14	-5	i	i	i	i	i	i	i	-1	i
Cc1ccc(C(=O)NCCCn2ccnc2)o1	-5	-5	i	i	i	i	i	i	i	-1	i
Cc1cccc(N2C(=O)CC(SC(=Nc3ccccc3)Nc3ccccc3)C2=O)c1 (configuration not stated)	-8	1	i	i	i	i	i	i	i	-8	i
COc1ccc(C(=O)NCC(=O)N/N=C(\C)c2ccco2)cc1OC	-2	0	i	i	i	i	i	i	i	4	i
CCOc1ccc(NC(=O)CN(C)C(=O)c2ccc(C3SCCS3)cc2)cc1OCC	-3	.	i	i	i	i	i	i	i	14	i
O=C(CN1CCN(S(=O)(=O)c2ccc(F)cc2)CC1)NC1CCCC1	-8	.	i	i	i	i	i	i	i	-10	i
CCSc1nc2ccccc2c(=O)n1Cc1ccc(F)cc1	-17	2	i	i	i	i	i	i	i	3	i
C#CCN1C(=O)S/C(=C\c2cc3c(cc2OC)OCO3)C1=O	-12	0	i	i	i	i	i	i	i	1	i
Cc1cc(C)c(S(=O)(=O)NCC(c2ccco2)N2CCc3ccccc3C2)c(C)c1 (configuration not stated)	-3	15	i	i	i	-6.8*	i	i	i	-5	i
Cc1c(C(C)NC(=O)c2ccc3nc(Cc4ccccc4F)oc3c2)cnn1C (configuration not stated)	-7	-3	i	i	i	i	i	i	i	0	i
Cc1ccc(/C=N/NC(=O)c2c(C)nc3ccc(Br)cn23)cc1	-5	3	i	i	i	i	i	i	i	0	i
O=C(/C=C/c1ccco1)N1CCC(Cc2ccccc2)CC1	-7	3	i	i	i	i	i	i	i	0	i
Cc1cc(NC(=O)CCN2CCN(C)CC2)ccc1Br	-8	-13	i	i	i	i	i	i	i	-4	i
COc1ccc(Cl)cc1NC(=O)CCN1C(=O)C2CC=CCC2C1=O (configuration not stated)	-10	7	i	i	i	i	i	i	i	0	i
CCOc1ccc(-c2noc(-c3cccnc3)n2)cc1OC	-10	-7	i	i	i	i	i	i	i	-3	i
COc1cc(NCCC(=O)c2cccs2)c(OC)cc1Cl	-10	3	i	i	i	i	i	i	i	8	i
Cn1cc(SCC(=O)NC2CCCC2)c2ccccc21	-2	1	i	i	i	i	i	i	i	4	i
O=C(C1CCN(S(=O)(=O)c2cnc[nH]2)CC1)N1CCc2ccccc2C1	-3	-21	i	i	i	i	i	i	i	-3	i

An excerpt; rates above refer to the full screens.
